High-throughput results: PubChem BioAssay, several laboratories
HTR5A inv ctr: counter-screen for OPRM1-OPRD1 inverse agonists: human HTR5A inverse agonism; P47898; HTR5A cell line, luminescence; inhibition, % at 9.3 µM; 340,000 tested, 0.083% active; in the data active = inhibition mostly above about 23%, no sharp cut-off; inactive = mostly below about 18%;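 also: 0% = cells with DMSO and 100% = no-cell wells with DMSO; some compounds called inactive have numbers as strong as hits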
PKA-R2B act: activates the human PKA-R2B holoenzyme complex; AID 504700; activation, % at 11.4 µM; P22694+P31323; PKA-R2B holoenzyme dissociation, Cy5-IP20 fluorescence polarization; R2B truncated from residue 108, S112A mutant; 0% DMSO only, 100% 113 µM cGMP; 340,000 tested, 0.079% active;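 active = activation above a cutoff set at the mean over all compounds plus 3 SD, cut at about 18% in these data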;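 also: higher means more holoenzyme dissociation and a rise in polarization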
PfHsp90 yeast 2: growth inhibition of yeast expressing Plasmodium Hsp90; S. cerevisiae expressing PfHsp90, BacTiter-Glo ATP, 48 h; yeast lacking PDR1 and PDR3 efflux regulators; inhibition, % at 9.4 µM; 310,000 tested, 0.32% active;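 active = every replicate shows inhibition above about 80%, whatever the replicate mean, limit read from the data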;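 also: 0% = DMSO neutral controls and 100% = 20 µM radicicol positive controls; yeast relying on Plasmodium falciparum Hsp90 in place of its own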
MOR-DOR inv ag: inverse agonists of human mu-delta opioid receptor heterodimerization | P35372+P41143 | cell-based MOR-DOR heterodimer luminescence, inverse agonism | inhibition, % at 9.3 µM | 340,000 tested, 0.21% active; in the data active = inhibition above about 22%, passing the limit was not always enough;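 also: 0% = cells with DMSO and 100% = wells without cells with DMSO; values of inactives mirror those of a sister screen read the other way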
Target sequence (P35372 whole entry, looked up): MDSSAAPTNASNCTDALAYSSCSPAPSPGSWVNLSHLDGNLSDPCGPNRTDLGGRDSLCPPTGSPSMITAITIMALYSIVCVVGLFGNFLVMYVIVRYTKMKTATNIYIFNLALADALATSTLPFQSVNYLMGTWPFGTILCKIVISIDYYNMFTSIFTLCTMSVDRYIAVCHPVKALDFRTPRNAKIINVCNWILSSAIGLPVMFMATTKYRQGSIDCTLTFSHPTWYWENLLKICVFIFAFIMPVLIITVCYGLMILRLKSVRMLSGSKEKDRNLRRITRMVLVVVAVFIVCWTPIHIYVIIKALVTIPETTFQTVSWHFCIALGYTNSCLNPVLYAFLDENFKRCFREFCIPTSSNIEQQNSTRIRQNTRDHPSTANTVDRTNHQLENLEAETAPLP
Target sequence (P41143 whole entry, looked up): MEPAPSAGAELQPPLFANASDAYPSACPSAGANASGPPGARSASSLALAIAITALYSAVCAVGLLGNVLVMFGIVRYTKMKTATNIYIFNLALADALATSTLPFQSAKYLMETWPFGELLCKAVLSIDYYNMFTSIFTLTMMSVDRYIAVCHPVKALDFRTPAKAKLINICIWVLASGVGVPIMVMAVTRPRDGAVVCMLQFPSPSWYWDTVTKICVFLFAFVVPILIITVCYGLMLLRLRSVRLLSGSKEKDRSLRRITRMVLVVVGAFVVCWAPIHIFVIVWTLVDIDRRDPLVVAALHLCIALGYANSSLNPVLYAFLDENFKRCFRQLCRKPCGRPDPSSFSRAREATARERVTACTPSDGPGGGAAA
SUMO Mot1 rescue: SUMOylation pathway inhibition by Mot1-301 growth rescue. S. cerevisiae Mot1-301 growth rescue, ATP luminescence, 38.5C; percent above DMSO median, 100 means doubled. growth rescue, % at 18.8 µM. 320,000 tested, 1% active. AID 2716;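 active = every valid replicate shows activation above 250% relative to neutral control wells; inactive = the rest, any valid replicate at or below 250%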;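 also: OY570 slx delta 5 strain wells were the positive control but not used for scaling; some compounds called inactive have numbers as strong as hits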
Tat transport: inhibitors of E. coli Tat protein transport; E. coli MC4100 TorA-mCherry Tat export, fluorescence; inhibition, % at 10 µM; 340,000 tested, 0.036% active;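 active = mean replicate inhibition at least 50% and at least half of replicates individually reaching 50%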;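 also: exported cargo escapes ClpAP degradation while cytoplasmic cargo is degraded and loses fluorescence; 0% = median of neutral control wells and 100% = median of NaSCN control wells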
OPRM1-OPRD1 ag: OPRM1-OPRD1 heterodimerization agonism | P35372+P41143 | cells, luminescence | activation, % at 9.3 µM | 340,000 tested, 0.3% active | AID 504326; in the data active = activation above about 18%;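 also: 0% = vehicle-treated cells and 100% = reference agonist; values of inactives mirror those of a sister screen read the other way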
Ecoli viability: bacterial growth inhibition, counter-screen for AddAB inhibitors; AID 449728; E. coli V3065 growth, OD600 absorbance, 18 h; inhibition, % at 11.9 µM; 330,000 tested, 0.27% active;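 active = inhibition above the campaign's mean inhibition across all tested compounds plus 3 SD, cut at about 9.9% in these data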;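 also: uninfected addAB+ strain grown without phage in ampicillin broth; 0% = DMSO wells and 100% = ciprofloxacin 0.95 µg/ml wells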
AddAB inh: less growth of phage-infected E. coli with AddAB; E. coli expressing H. pylori AddAB, absorbance growth; inhibition, % at 11.9 µM; 330,000 tested, 0.29% active; AID 435030; in the data active = inhibition above about 12%;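 also: 0% = vehicle wells of infected cells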
phage Ecoli inh: E. coli growth loss with phage present; 360,000 tested, 0.26% active; inhibition, % at 11.9 µM; growth absorbance; AID 651602; in the data active = inhibition above about 11%
PKA-R1A activ: activates the PKA-R1A holoenzyme complex; PKA-R1A dissociation, Cy5-IP20 fluorescence polarization; scaled: DMSO 0%, 113 µM cGMP 100%; 340,000 tested, 0.083% active; activation, % at 11.4 µM; AID 504707;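 active = percent activation above the mean of all tested compounds plus 3 SD, cut at about 19% in these data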;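 also: higher means more PKAc released from R1A so a rise in polarization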
* marks the source's active call; other numbers are inactive results; i = inactive; . = no result given; & = joins results of further samples.

SMILES	HTR5A inv ctr	PKA-R2B act	PfHsp90 yeast 2	MOR-DOR inv ag	SUMO Mot1 rescue	Tat transport	OPRM1-OPRD1 ag	Ecoli viability	AddAB inh	phage Ecoli inh	PKA-R1A activ
Cc1c(Cl)cccc1NC(=O)CNc1cccc(C(F)(F)F)c1	-7	-1	-9	-21	14	8	4.4	-0.7	3.6	2.1	-17
N#C/C(=C/c1ccc2c(c1)OCO2)C(=O)Nc1ccc(O)cc1	3	0	-2	12	i	-2	-2.6	-1.7	0.9	0.9	-7
CCOc1cc(C#N)c(NC(=O)c2ccnn2C)cc1OCC	8	6	11	-1	-6	-5	0.3	-1.2	2.5	1.8	-1
CCc1cc2cc(OC)ccc2nc1SCC(=O)Nc1cc(OC)c(OC)cc1C(=O)O	19	-4	9	9	i	-5	-1.8	0.3	5.2	1.3	-12
COc1ccc(S(=O)(=O)N2CCCC(C(=O)NCc3ccccn3)C2)cc1Cl (stereo not drawn)	1	-15	11	5	-27	3	-0.9	1.1	2.8	0.6	-3
C/C(=N\NC(=O)C1CC1(C)c1ccccc1)c1ccco1 (stereo not drawn)	3	9	-10	4	30	-4	-0.6	-1.6	1.9	2.5	1
CC(=O)Nc1ccc2nc(NC(=O)COc3ccccc3)sc2c1	4	-1	13	3	2	-8	-0.6	0.0	0.2	0.1	-8
CCCCCCCNC(=O)CC(NS(=O)(=O)c1ccc(NC(C)=O)cc1)C(C)C (stereo not drawn)	6	-5	9	6	264	-4	-1.0	0.1	1.4	3.7	-5
CC(C)c1nc2ccc(Br)cn2c1NC1CCCC1	15	4	25	5	-7	3	-1.0	2.3	4.3	4.4	-3
O=C(Nc1ccccc1)c1ccc(S(=O)(=O)NCc2cccnc2)cc1	-12	-4	-33	6	-10	4	-0.9	1.8	-0.4	0.8	7
CC1CCN(CCC(=O)Nc2nccs2)CC1	0	-4	4	0	-8	-1	0.0	4.2	0.5	2.8	2
CC1(C)CC2(CCO1)OC(=O)CC2C(=O)Nc1cccc2ccccc12 (stereo not drawn)	-6	-9	.	9	-19	-15	-1.7	-1.5	0.2	2.7	-2
O=C1CCCN2N=C(SCC(=O)N3CCCCC3)SC2=N1	-23	-12	-9	11	-4	-11	-2.1	-2.8	-2.3	-3.0	3
COc1cc(/C=C2\SC(=S)N(NC(=O)c3ccccc3OC)C2=O)ccc1O	33*	-1	13	28	-6	4	-6.0	.	.	0.0	-4
COc1ccc(CCNC(=O)c2ccc(CS(=O)(=O)Cc3cccc(C)c3)o2)cc1OC	-40	2	-16	6	-6	2	-1.1	-0.1	4.7	-0.5	-7
Cn1c(SCc2ccccc2C#N)nc2ccccc2c1=O	-22	-10	-8	4	38	-2	-0.6	1.4	1.9	1.7	-2
CC(C(=O)N1CCCC1)N1CCN(S(=O)(=O)c2ccccc2)CC1 (stereo not drawn)	4	-3	21	19	-12	0	-5.1	0.2	0.8	2.4	0
Nc1cc2c(cc1Cl)-c1ccccc1C2=NO	-21	-16	10	-39	.	1	7.6	.	.	2.2	-9
Cc1ccc(C)c(OCCCC(=O)Nc2ccccc2C(N)=O)c1	-5	2	-1	14	-18	2	-2.7	0.4	2.6	3.2	-3
C/C=C(/C)C(=O)O[C@@H]1c2c(ccc3ccc(=O)oc23)O[C@@H]1C(C)(C)OC(C)=O	-19	-9	-2	-9	-6	-1	1.5	1.7	4.5	2.0	-1
Cc1cc(SCC(=O)N(C)C2CCS(=O)(=O)C2)nc2c(C)cccc12 (stereo not drawn)	3	-4	6	7	-14	5	-1.3	4.0	1.7	-0.9	-3
CCCN1CCN(C(=O)Cn2nc(C)n3c(cc4c(OC)cccc43)c2=O)CC1	0	1	-13	3	.	-6	-0.7	.	.	1.9	10
CCOc1ccc(N(C)S(=O)(=O)c2cc(-c3cc(C)no3)ccc2OC)cc1	4	-13	13	12	1	6	-2.4	-1.3	-1.4	-1.1	-3
CC(=O)Nc1ccc(NC(=S)NC(=O)c2cc3ccccc3o2)cc1	-19	13	20	2	25	-9	-0.3	-1.8	-1.3	3.9	-2
O=C(Nc1ccc(Oc2cccc(C(F)(F)F)c2)nc1)c1ccccc1	-10	-5	4	-42	1	-6	7.8	2.0	3.6	2.8	-10
O=[N+]([O-])c1cccc(CN2C[C@@]34C=C[C@@H](C[C@@H]3S2(=O)=O)O4)c1	-17	-12	13	13	65	-10	-2.3	-3.2	0.1	2.1	-1
O=C(c1cc(-c2cccc(Cl)c2)nc2ccccc12)N1CCN(c2ccccn2)CC1	11	-7	-39	11	-1	5	-2.0	1.3	-0.4	2.4	4
CCN(C[C@H]1N[C@@](CC)(C(=O)OC)[C@H]2C(=O)N(C)C(=O)[C@@H]12)C(=O)c1ccccc1	-7	2	-8	3	.	-9	-0.6	-1.2	0.5	0.8	11
COC(=O)C1=C(C)N(Cc2ccccc2)C(=O)/C1=C\c1ccco1	5	7	-9	21	159	1	-4.1	-1.0	1.9	2.2	-12
C/C(CC(=O)Nc1ccccc1Br)=N\NC(=O)C(=O)N1CCCC1	1	11	-2	12	-1	0	-1.9	2.0	-0.2	1.5	-8
Cc1nc2ccc(S(=O)(=O)NCC(=O)N3CCC(C)CC3)cc2s1	-17	-3	4	-12	147	1	2.1	2.3	2.3	2.7	5
O=C(Nc1nc2c(s1)CCc1ccccc1-2)c1ccco1	-10	-7	-48	-24	.	1	4.8	1.4	0.0	2.2	-6
Cc1onc(-c2c(Cl)cccc2Cl)c1C(=O)NC(=S)N1CCOCC1	-15	2	-3	7	-12	3	-1.4	-4.8	-6.1	-0.2	-1
CCC(C(=O)OCCN(CC)CC)c1ccccc1 (stereo not drawn)	-1	8	14	5	11&3	1	-0.9	-3.0	-4.6	2.4	3
Cc1nn(CC(=O)N2CCCC2)c(=O)c2cc3cc(F)ccc3n12	0	-8	14	12	5	-2	-2.4	-1.4	-0.2	1.7	-14
CCN(CC(=O)Nc1ccc(NC(C)=O)cc1)C(=O)/C=C/c1cn(-c2ccccc2)nc1-c1ccc(C)cc1	-14	-12	-9	12	-11	20	-2.3	-1.5	0.1	0.2	4
O=C(COC(=O)/C=C/c1ccco1)Nc1ccccc1	7	-2	.	10	50	3	-2.1	0.6	2.2	5.2	-20
C=CCN(c1ccccc1)S(=O)(=O)c1cccc(C(=O)NCc2ccco2)c1	0	-1	.	14	-8	6	-3.3	-0.8	2.2	0.3	-9
CS(=O)(=O)N(CC(=O)NCc1ccc2c(c1)OCO2)c1ccccc1	-6	2	-16	7	4	-2	-1.2	1.1	-0.6	4.3	-10
Cc1cc(C(=O)CN2C(=O)C(=O)N(C3CCCC3)C2=O)c(C)n1-c1ccc(F)cc1	0	-11	.	12	300	-7	-2.4	0.1	-0.5	0.6	-7
Cc1ccc2c(CN(C)Cc3ccc(OC(F)F)cc3)cc(=O)oc2c1C	2	-5	-36	-18	15	0	2.2	-2.0	2.1	0.4	-2
O=C(N/N=C/c1ccco1)c1cccc(NC(=O)c2cccc(Cl)c2)c1	-63	-14	11	16	144	-9	-3.0	1.4	-2.2	1.0	-1
OC(COCC1COc2ccccc2O1)CN1CCCCC1 (stereo not drawn)	0	5	-4	1	-14	11	-0.1	-2.1	-2.8	3.8	-10
C=CCNC(=O)C1CCN(S(=O)(=O)c2cccs2)CC1	4	-5	-18	-1	-8	1	0.1	-0.1	2.1	2.8	-7
Cc1cccc(CN2CCN(CC(=O)O)C2=O)c1	-11	-14	1	3	.	-4	-0.5	.	.	0.5	-14
S=c1[nH]nc(-c2ccncc2)n1/N=C/C=C/c1ccccc1	-4	-12	-18	3	9	3	-0.6	-1.0	1.8	1.2	-8
Cc1ccc(C2(c3ccc(C)cc3)CC2C(=O)NCc2cccnc2)cc1 (stereo not drawn)	-4	8	-14	2	2	3	-0.4	-2.3	-1.5	0.8	-7
O=C(N/N=C1\CCCc2ccccc21)c1ccc([N+](=O)[O-])cc1Cl	-24	4	7	-33	-5	8	5.5	-0.6	1.2	3.2	-7
COc1ccccc1C(=O)C1CCCN(C(=O)c2cccc(Cn3cccn3)c2)C1 (stereo not drawn)	0	-13	6	12	-4	6	-2.2	1.4	1.8	2.0	-4
CC(Sc1nc(N)cc(N)n1)C(=O)Nc1ccc(N2CCOCC2)cc1 (stereo not drawn)	17	-3	-11	-2	1	5	0.4	2.3	5.3	3.1	-5
CS(=O)(=O)NCCNc1ccc(Cl)cc1[N+](=O)[O-]	6	-5	-11	10	7	3	-2.1	3.0	0.2	3.2	0
O=c1c(Br)c(N2CCCCC2)cnn1-c1ccccc1	7	0	7	19	-19	0	-3.6	0.2	-0.5	2.0	3
COC(CC(=O)NNC(=S)Nc1ccc(Cl)cc1)OC	6	-13	0	-5	6	-6	0.7	0.1	1.7	3.8	-4
COC(=O)C1(C(=O)OC)NOC2C(=O)N(N(C)c3ncc(C(F)(F)F)cc3Cl)C(=O)C21 (stereo not drawn)	5	-2	11	14	-14	1	-2.6	2.2	3.3	3.4	4
CN(C)c1ccc(C2CC(=O)NC3=C2C(=O)CC(C)(C)C3)cc1 (stereo not drawn)	3	-3	12	-9	-10	-2	1.5	-2.6	0.3	1.3	-7
Cc1ccnc2nc(C(=O)OCC(=O)N(Cc3ccccc3)C(C)(C)C)nn12	-11	4	-1	17	-9	2	-4.3	0.6	0.0	5.8	-1
O=C(c1ccc(N2CCN(CCO)CC2)nc1)N1CCOCC1	6	0	-14	9	15	-1	-1.9	1.1	2.1	3.4	-7
CCCCN(CCCC)C(=O)c1cc(Cl)ccc1[N+](=O)[O-]	-23	6	-5	18	0	4	-3.6	1.0	2.5	3.3	2
COCCN(CCOC)C(=O)c1ccc(NS(=O)(=O)c2ccc3c(c2)OCCO3)cc1	18	8	9	2	15	-2	-0.4	-0.8	-1.3	3.1	11
COc1ccc(CC(=O)Nc2ccc(S(=O)(=O)Nc3cc(OC)nc(OC)n3)cc2)cc1	-7	4	0	-6	112	-4	0.8	1.2	0.8	3.0	6
CN(CCc1ccccc1)C(=O)c1ccc(NC(=O)Cc2ccc(NC(=O)C3CCN(C(=O)c4ccccc4)CC3)cc2)cc1	-1	2	-11	6	.	-4	-1.3	.	.	0.9	0
Cn1c(=O)c([N+](=O)[O-])c(NCc2ccc3c(c2)OCO3)c2ccccc21	.	.	8	.	7	-7	.	2.3	2.1	5.0	.

2 successive entries from above, for reference:
SMILES	HTR5A inv ctr	PKA-R2B act	PfHsp90 yeast 2	MOR-DOR inv ag	SUMO Mot1 rescue	Tat transport	OPRM1-OPRD1 ag	Ecoli viability	AddAB inh	phage Ecoli inh	PKA-R1A activ
COCCN(CCOC)C(=O)c1ccc(NS(=O)(=O)c2ccc3c(c2)OCCO3)cc1	18	8	9	2	15	-2	-0.4	-0.8	-1.3	3.1	11
COc1ccc(CC(=O)Nc2ccc(S(=O)(=O)Nc3cc(OC)nc(OC)n3)cc2)cc1	-7	4	0	-6	112	-4	0.8	1.2	0.8	3.0	6
